# aDG glyco act: increases alpha dystroglycan glycosylation; 0.22% of 360,000 active; Pro5-aDG cells, alpha-DG glycosylation AlphaScreen (IIH6); 0% Pro5, 100% B10-LARGE cell signal; activation, % at 10 µM;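 active = activation of at least 8% versus controls, or a plate z-score of at least 8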;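 note: Pro5 are CHO cells carrying HIG-tagged alpha-DG that lacks glycosylation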
# Peg3 prom inh: Peg3 promoter activity inhibition | 1.7% of 360,000 active | inhibition, % at 20 µM | HeLa PEG-Prom luciferase reporter, luminescence, overnight;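 active = inhibition of at least 50% at 20 µM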
# CF NFkB inh: blocks PAF-induced NF-kB reporter in cystic fibrosis cells; KKLEB NF-kB-GFP reporter, GFP fluorescence overnight; inhibition, % at 5 µM; 0.86% of 360,000 active; AID 588850;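 active = at least 50% inhibition at 5 µM, scaled per plate between neutral and stimulator controls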;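 note: PAF is a Pseudomonas aeruginosa culture filtrate used as stimulus; plate controls were PAF-stimulated DMSO wells for no effect and unstimulated DMSO wells for full effect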
# Shn3 inh set2: reduces Shn3 3'UTR luciferase signal in osteoblasts; AID 588674; inhibition, % at 12.5 µM; Clone20 osteoblast Shn3 3'UTR firefly luciferase, 24 h; 0.52% of 360,000 active;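 active = mean inhibition of at least 75% with every replicate also reaching 75%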;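 note: 0% = median of neutral control wells and 100% = pilot-screen positive control compound; some compounds past the cut are filed as inactive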
# KKLEB cytotox: counter-screen for CF NF-kB inhibitors: cytotoxicity; activity change (cytotoxicity), % at 5 µM; KKLEB CF airway cells viability, ATPlite luminescence, overnight; hits give low values; cells stimulated with P. aeruginosa culture filtrate; 0.36% of 360,000 active; AID 602141;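 active = corrected activity change at or below -50% at 5 µM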
# TWEAK Fn14 block: inhibitors of TWEAK-Fn14 interaction signaling; TWEAK-stimulated Fn14 reporter cells, luciferase luminescence, 8 h; inhibition, % at 10 µM; AID 1159606; 2% of 360,000 active; in the data active = inhibition above about 50%
# NR2E3 ag-1: agonists of human NR2E3 nuclear receptor; inhibition of corepressor binding, % at 3.98 µM; 0.35% of 360,000 active; CHO-S Gal4-NCOR/VP16-NR2E3 two-hybrid, luciferase; AID 602229;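 active = inhibition above the mean of all tested compounds plus 3 SD, cut at about 70% in these data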;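 note: 0% = DMSO with NR2E3 transfected cells and 100% = cells lacking NR2E3 construct; higher means lower luciferase signal from less NR2E3 corepressor binding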
# Target sequence (Q9Y5X4 whole entry, looked up, the tested form may be a part): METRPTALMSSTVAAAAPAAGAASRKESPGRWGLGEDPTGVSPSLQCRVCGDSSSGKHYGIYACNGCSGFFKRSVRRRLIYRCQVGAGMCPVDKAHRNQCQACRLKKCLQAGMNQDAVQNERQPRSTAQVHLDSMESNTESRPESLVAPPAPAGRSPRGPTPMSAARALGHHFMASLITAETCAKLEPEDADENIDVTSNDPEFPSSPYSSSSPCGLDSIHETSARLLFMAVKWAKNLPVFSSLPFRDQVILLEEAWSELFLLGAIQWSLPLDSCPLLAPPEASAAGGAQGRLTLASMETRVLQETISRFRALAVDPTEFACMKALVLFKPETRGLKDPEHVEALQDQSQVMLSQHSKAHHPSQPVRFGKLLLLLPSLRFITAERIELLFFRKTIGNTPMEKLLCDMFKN
# MITF TRPM1 inh: reduces MITF-dependent TRPM1 promoter luciferase signal; SK-MEL-5 TRPM1 promoter luciferase, 24 h; inhibition, % at 12.5 µM; 0.83% of 330,000 active; AID 488899;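 active = mean inhibition across replicates of 60% or more, whatever share of single replicates reaches that level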; note: values of inactives mirror those of a sister screen read the other way
# NR2E3 ag-2: agonists of human nuclear receptor NR2E3; GST-NR2E3/biotin-RetCOR TR-FRET, 1536-well; AID 2300; inhibition of corepressor binding, % at 4.78 µM; 0.12% of 320,000 active; Q9Y5X4;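 active = percent inhibition above the cutoff of mean plus 3 SD of all tested compounds, set per screening campaign, cut at about 20% in these data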;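 note: 0% = DMSO wells and 100% = biotin wells as full block of FRET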
#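 Material: NR2E3–RetCOR corepressor complex | Quantity: 1.35 nM GST-tagged NR2E3 final | Schedule: 5 h at 4 °C | Replication: Singlicate compound wells | Reagent: RetCOR corepressor, biotinylated, 7 nM | Controls: Biotin wells as high control, 0.6% DMSO wells as low control | Signal: TR-FRET, Eu(K)-anti-GST donor, streptavidin-D2 acceptor, ex 340, em 617/671 nm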
# HIF-2a block: HIF-2a inhibition; 786-0 RCC cells HIF-2a reporter, luciferase luminescence, overnight; inhibition, % at 18.8 µM; 0.72% of 360,000 active;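 active = inhibition of the luminescence signal of 40% or more relative to plate controls, in a single-dose primary screen at 18.75 µM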
# iPSC survival up: enhancers of human iPSC single-cell survival; hiPSC single-cell survival, ATPlite luminescence; 100% = ROCK inhibitor wells, 0% = DMSO; survival enhancement, % at 20 µM; 0.044% of 360,000 active; AID 602274; in the data active = survival enhancement above about 18%;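 note: cells exposed to compounds for 16 hours before the ATP read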
# Active calls of the source: *; . = no result given.
SMILES,aDG glyco act,Peg3 prom inh,CF NFkB inh,Shn3 inh set2,KKLEB cytotox,TWEAK Fn14 block,NR2E3 ag-1,MITF TRPM1 inh,NR2E3 ag-2,HIF-2a block,iPSC survival up
Cc1ccc(-c2cc(-c3c(C)nn(C)c(=O)c3N)[nH]n2)cc1,0.0,-70,7,23,-8,-3,-62,-54,-3,-97,0.2
CC(C)=CCc1c(O)cc2c(c1O)C(=O)CC(c1ccccc1)O2 (stereo not given),0.2,34,18,5,-19,47,-4,23,5,15,-1.8
CC1=C(C(=O)Nc2ccc(C)cc2C)C(c2cccc(Cl)c2)n2nc(C(=O)OC(C)C)nc2N1 (stereo not given),0.0,40,-3,14,3,-7,-2,5,-4,11,-0.6
O=C(O)CCN(Cc1ccccc1)S(=O)(=O)c1ccc(Cl)cc1F,0.0,1,-5,3,-11,-20,2,-12,0,16,0.0
COc1ccc(S(=O)(=O)N(C)C[C@@H]2OCc3cnnn3CCCC(=O)N([C@H](C)CO)C[C@H]2C)cc1,-0.2,-9,-12,1,1,-13,-1,.,.,13,2.9
OC(COc1ccc(CN2CCCCO2)cc1)CN1CCCCC1 (stereo not given),-0.2,0,-7,21,4,4,7,1,5,9,0.9
COc1cccc(-c2csc(N3CCN(C(=S)Nc4ccccc4OC)CC3)n2)c1,0.3,-28,-4,5,13,-21,-32,6,0,-33,1.0
COc1ccccc1C(=O)C1CCCN(Cc2cccc(OCCO)c2)C1 (stereo not given),0.0,-8,8,1,-1,-1,-24,11,1,8,-0.6
COc1ccc(C2CC(c3ccccc3C)n3nc(N)nc3N2)cc1 (stereo not given),0.0,-2,-5,-4,-8,8,-15,-9,2,10,-0.7
O=C(NNC(=O)c1ccccc1[N+](=O)[O-])c1ccccc1[N+](=O)[O-],0.2,3,7,7,-5,3,11,16,1,1,-0.4
O=C(c1ccc(S(=O)(=O)Cc2ccccc2Cl)c([N+](=O)[O-])c1)N1CCOCC1,0.5,20,11,9,-5,38,11,30,-6,11,-0.4
Cc1cc(C)c(S(=O)(=O)NCC23C=CC(O2)C2C(=O)N(c4ccccc4)C(=O)C23)c(C)c1 (stereo not given),0.3,29,-2,30,6,-3,0,7,-4,15,-2.8
CCOC(=O)CC(=O)CSc1nc(-c2cccnc2)cc(C)c1C#N,0.0,3,28,-1,0,-27,-18,4,7,9,-3.1
COc1cc2c(cc1OC)C(c1ccc(C)cc1)NC(=O)C2 (stereo not given),0.0,5,10,-12,10,0,-18,1,.,11,-0.3
Cc1noc(/C=C/N(C)C)c1S(=O)(=O)N1CCCC(C(=O)Nc2ccccc2F)C1 (stereo not given),-0.1,16,12,-1,4,-1,14,13,4,6,0.4
O=C(NCCOc1ccccc1F)c1cccc(S(=O)(=O)N2CCN(c3ccccc3)CC2)c1,0.0,19,3,52,-11,9,30,7,0,4,1.0
O=C(CN(Cc1ccco1)C(=O)CCC(=O)Nc1ccccn1)NCc1ccccc1,-0.1,-1,-13,-9,12,6,-1,-7,0,16,-0.8
O=C1c2ccccc2CN1C(CO)Cc1ccccc1 (stereo not given),-0.1,6,5,-3,-8,-1,-1,3,-1,3,0.9
CC(NC(=O)c1ccc(NC(=O)CC2SC(N3CCCC3)=NC2=O)cc1)c1ccc(F)cc1 (stereo not given),-0.2,9,4,8,4,4,-18,9,3,-3,-0.4
OC(COc1ccccc1)CN1CCN(C(c2ccccc2)c2ccccc2)CC1 (stereo not given),-0.1,13,-4,13,10,-13,-3,-12,-2,14,-0.6
COC(=O)c1ccccc1NC(=O)CSc1nc(Nc2ccccc2)nc(N2CCOCC2)n1,-0.3,23,23,22,2,13,30,-51,1,41*,-0.4
O=C(NCc1csc(-c2cccs2)n1)c1ccsc1,0.1,-55,4,-3,-6,-4,-63,-9,0,-98,-0.4
O=C(O)CCc1ccc(-c2cccs2)n1-c1ccc(C(=O)O)cc1,0.4,-11,3,-28,-6,-1,-6,1,1,10,-2.5
CN(CC(=O)Nc1cccc2ccccc12)c1ccc(S(=O)(=O)N2CCOCC2)cn1,-0.7,36,-13,-3,-2,32,24,-1,1,11,-2.5
CCc1nc2ccc(C(=O)N3CCN(c4cccc(Cl)c4)CC3)cc2nc1CC,0.0,16,4,-3,-8,3,-26,0,5,-2,-0.6
CN1CCN(c2oc(/C=C/c3ccccc3)nc2C#N)CC1,-0.1,5,4,-21,-12,-16,-10,5,0,18,0.3
Cc1cc(C)c(OCCN2CC(C)OC(C)C2)c(Br)c1 (stereo not given),0.0,12,9,2,-18,-8,16,-5,0,-2,-0.8
CCN(CC)C(=O)CSc1nnc(-c2cnccn2)n1-c1ccc(C)cc1,0.4,19,-13,-24,17,-9,2,7,0,15,-1.7
O=C(Nc1ccc(Cl)cc1)c1csc([C@@H]2C[C@H](O)[C@@H](CO)O2)n1,0.0,-57,0,-17,-3,19,-44,.,.,-77,-0.9
Cc1cnn(-c2cc(N/N=C/c3ccccc3)ncn2)c1,-0.2,-39,-7,-5,4,-3,-17,-24,1,-93,-2.7
COc1cccc(-c2nnc(SCc3nc4ccccc4s3)n2C)c1,-0.1,-21,7,11,-11,-2,-23,-1,0,-72,-0.2
COC(=O)c1ccc(C)c(NC(=O)CSc2nc3[nH]c(=O)cc(O)c3s2)c1,-0.1,-4,4,8,-14,4,-9,9,-2,0,-0.2
C=CCN1CN(S(=O)(=O)c2cccs2)c2nc3ccccc3nc21,0.1,0,3,-10,-21,9,-18,15,3,-32,-3.4
Cc1cc(C)cc(NC(=O)COC(=O)CCC2CCCC2)c1,0.2,3,17,0,-4,3,14,-17,4,8,-2.1
COc1ccc(S(=O)(=O)NC2CCCCC2)cc1C(=O)N1CCCCC1,1.4,6,-5,1,-5,4,2,-1,1,15,0.1
CCOC(=O)c1sc(NC(=O)c2cccnc2)c(C#N)c1C,-0.1,-10,16,-16,1,4,1,5,3,4,1.2
CCOC(=O)c1c(P(=O)(N2CCOCC2)N2CCOCC2)noc1N,0.2,12,17,-18,-10,-4,-3,-3,0,19,-3.7
O=C(c1ccccc1F)N1CCN(S(=O)(=O)c2ccc(S(=O)(=O)N3CCCCC3)cc2)CC1,0.2,15,6,9,11,-45,-23,-5,2,-8,-0.6
CCOc1ccc(C(=O)Nc2c3c(nn2-c2cccc(Cl)c2)CS(=O)C3)cc1 (stereo not given),-0.3,-8,-5,11,14,-2,4,-4,5,-3,2.5
COc1ccc(S(=O)(=O)Nc2cccc(-n3cnnn3)c2)cc1OC,0.0,11,-2,2,8,-8,17,3,5,11,1.6
CCCN(C)C1CN(Cc2cn(CCCC(=O)OC)nn2)S(=O)(=O)C1 (stereo not given),0.1,.,.,.,.,-7,-1,.,.,13,0.0
COc1ccccc1/C=C/C(=O)Nc1ccc2c(c1)OCCO2,-0.4,-182,8,-37,-34,2,-161,-13,4,-268,-2.0
CCn1c(CSc2nnc(-c3ccncc3)n2C)nc2cc(C(=O)O)ccc21,-0.2,7,-1,10,-5,-4,12,11,-3,10,2.5
C=CCn1c(C23CC4CC(CC(C4)C2)C3)n[nH]c1=S,0.9,-9,-12,17,-1,-14,-2,-6,.,-33,-0.3
CCc1ccccc1NC(=S)N(CCN(C)C)C(C)c1ccccn1 (stereo not given),0.1,11,6,2,2,-6,7,-11,1,20,3.6
N#CC(Sc1ccccn1)c1ccc(Cl)cc1Cl (stereo not given),0.0,8,6,-7,11,8,1,3,3,0,-2.6
CCN(CC)S(=O)(=O)c1cccc(C(=O)NCC2CCCO2)c1 (stereo not given),-0.3,13,6,3,-4,-9,-14,-12,5,2,1.1
Cc1ccccc1N1C(=O)CSC1=C(C#N)C#N,-0.2,10,9,18,4,19,4,5,2,7,-0.8
CC1(NC(=O)N2CCOCC2)CCS(=O)(=O)C1 (stereo not given),0.0,12,-1,6,-1,1,-4,-1,0,-1,8.1
COC(C[C@H](O)C[C@@H](O)[C@H](C)OCc1ccccc1)OC,0.1,-17,16,6,-12,3,-6,3,.,-6,-0.8
Cc1ccc(C(=O)N[C@H](C(=O)NC2CCCCCCC2)C(C)C)cc1,0.6,-2,-4,-2,-3,10,-22,7,1,2,2.0
O=C(NC1CCSc2ccccc21)c1cccc([N+](=O)[O-])c1 (stereo not given),-0.1,-22,-31,6,-5,-15,-40,0,-3,-54,-0.3
NC(=O)Cn1nc([N+](=O)[O-])nc1Oc1ccccc1C(=O)N1CCOCC1,0.6,-1,14,28,10,48,-2,14,0,14,-0.6
COc1ccc(Cl)cc1S(=O)(=O)NCc1cccs1,0.1,-4,1,2,2,-7,-13,-6,-3,18,-0.9
COCCNC(=O)NC1(C(F)(F)F)Oc2ccc(Cl)cc2O1 (stereo not given),0.4,27,-14,80,-3,-106,5,0,1,16,-5.9
CCOC(=O)c1ccccc1Oc1c(F)c(F)nc(NCCO)c1F,-0.1,4,-1,-11,4,5,4,2,-1,17,-1.6
COc1cc2c(cc1OC)C(c1ccccc1C(F)(F)F)CC(=O)N2 (stereo not given),0.0,12,-2,12,2,-14,-3,6,3,21,0.9
CCN(CC)S(=O)(=O)c1ccc(-c2cn3ccc(C)cc3n2)cc1,0.3,-265,-13,-72,4,-18,-100,-45,4,-284,0.0
CC(C)(C)c1ccc(CC(=O)N2CCC2(C)C(=O)N2CCCCC2)cc1 (stereo not given),-0.1,8,-4,-5,2,5,-9,.,.,8,-1.5
CCN(CC)c1cc(C)c2cc(NC(=O)c3cccs3)ccc2n1,0.9,-47,9,-13,-14,-45,0,-46,0,-119,-0.7
Cc1nc(-c2noc(-c3ccc(Cl)cc3)n2)c(C(F)(F)F)o1,0.1,-9,0,-1,0,-12,5,1,6,-4,0.0

# Whole records from above. Order of screens: aDG glyco act, Peg3 prom inh, CF NFkB inh, Shn3 inh set2, KKLEB cytotox, TWEAK Fn14 block, NR2E3 ag-1, MITF TRPM1 inh, NR2E3 ag-2, HIF-2a block, iPSC survival up
# Record of `CCN(CC)S(=O)(=O)c1ccc(-c2cn3ccc(C)cc3n2)cc1` → 0.3, -265, -13, -72, 4, -18, -100, -45, 4, -284, 0.0
# Record of `COc1ccc(Cl)cc1S(=O)(=O)NCc1cccs1` → 0.1, -4, 1, 2, 2, -7, -13, -6, -3, 18, -0.9
# Record of `COc1cc2c(cc1OC)C(c1ccccc1C(F)(F)F)CC(=O)N2` (stereo not given) → 0.0, 12, -2, 12, 2, -14, -3, 6, 3, 21, 0.9
# Record of `CCOC(=O)c1ccccc1Oc1c(F)c(F)nc(NCCO)c1F` → -0.1, 4, -1, -11, 4, 5, 4, 2, -1, 17, -1.6
# Record of `COCCNC(=O)NC1(C(F)(F)F)Oc2ccc(Cl)cc2O1` (stereo not given) → 0.4, 27, -14, 80, -3, -106, 5, 0, 1, 16, -5.9

# Compound activity as filed in PubChem BioAssay.
